# KDM5B inh = KDM5B demethylase inhibition; Potency, µM (series often up to 57.7 µM), without a hit: at the top dose activity change, negative = inhibition, usual class: inhibitors; hit rate 2.6% among 220,000; KDM5B demethylase, FDH-coupled NADH fluorescence (FDH is formaldehyde dehydrogenase); AID 1347165; Q9UGL1; active = well fitted inhibition curve with a large enough effect; inconclusive = small, poorly fitted or top-dose-only effect; inactive = no such curve, though single readings can be large or run the other way; note: 0% is about no effect; nearly all actives have a fitted effect of over 70% in size
# Target sequence (Q9UGL1 whole entry, looked up): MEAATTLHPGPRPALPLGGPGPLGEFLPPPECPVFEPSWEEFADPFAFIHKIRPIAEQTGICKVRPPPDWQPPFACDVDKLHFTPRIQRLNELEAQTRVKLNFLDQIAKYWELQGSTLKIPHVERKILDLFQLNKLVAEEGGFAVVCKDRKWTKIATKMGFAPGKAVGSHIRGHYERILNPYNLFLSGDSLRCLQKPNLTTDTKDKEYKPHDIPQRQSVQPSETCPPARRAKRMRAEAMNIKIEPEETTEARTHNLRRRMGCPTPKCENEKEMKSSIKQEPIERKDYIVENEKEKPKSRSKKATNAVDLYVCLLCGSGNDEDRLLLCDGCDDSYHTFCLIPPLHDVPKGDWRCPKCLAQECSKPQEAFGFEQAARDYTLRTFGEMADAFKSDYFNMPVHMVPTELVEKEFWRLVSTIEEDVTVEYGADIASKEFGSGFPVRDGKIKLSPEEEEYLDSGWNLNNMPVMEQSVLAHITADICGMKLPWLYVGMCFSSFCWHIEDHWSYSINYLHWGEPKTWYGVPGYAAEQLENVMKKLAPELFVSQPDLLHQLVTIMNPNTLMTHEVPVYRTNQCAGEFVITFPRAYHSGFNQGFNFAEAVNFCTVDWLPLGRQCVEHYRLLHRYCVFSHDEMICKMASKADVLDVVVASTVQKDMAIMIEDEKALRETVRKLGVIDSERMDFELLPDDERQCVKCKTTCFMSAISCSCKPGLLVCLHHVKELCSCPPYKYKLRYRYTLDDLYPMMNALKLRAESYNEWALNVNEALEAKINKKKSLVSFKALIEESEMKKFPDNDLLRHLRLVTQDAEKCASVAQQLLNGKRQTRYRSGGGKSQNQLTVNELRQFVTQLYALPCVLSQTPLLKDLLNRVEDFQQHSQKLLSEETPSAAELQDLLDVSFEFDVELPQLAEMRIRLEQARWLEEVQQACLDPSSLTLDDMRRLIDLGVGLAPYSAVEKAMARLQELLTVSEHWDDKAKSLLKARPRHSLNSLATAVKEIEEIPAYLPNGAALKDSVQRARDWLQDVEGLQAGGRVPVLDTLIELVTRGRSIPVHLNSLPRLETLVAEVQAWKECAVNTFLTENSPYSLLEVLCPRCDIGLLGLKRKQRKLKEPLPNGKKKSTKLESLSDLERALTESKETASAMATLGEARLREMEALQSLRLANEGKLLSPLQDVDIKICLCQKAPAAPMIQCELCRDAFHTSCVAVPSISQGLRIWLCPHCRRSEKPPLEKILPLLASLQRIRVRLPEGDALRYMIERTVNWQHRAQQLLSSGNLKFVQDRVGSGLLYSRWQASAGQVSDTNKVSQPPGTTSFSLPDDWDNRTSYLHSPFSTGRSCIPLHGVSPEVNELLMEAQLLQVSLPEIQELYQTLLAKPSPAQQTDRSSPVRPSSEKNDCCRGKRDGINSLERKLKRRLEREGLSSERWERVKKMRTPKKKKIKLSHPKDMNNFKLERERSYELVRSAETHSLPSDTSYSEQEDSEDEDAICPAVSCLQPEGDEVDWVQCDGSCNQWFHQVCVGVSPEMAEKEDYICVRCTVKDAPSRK
#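 KDM5BΔAP (200 nM final) in 50 mM HEPES pH 7.5, 0.01% Tween-20 was preincubated 10 min at RT with compound over a concentration range. Substrate mix (H3K4me3 12.5 µM, α-KG 25 µM, Fe²⁺, ascorbate, NAD⁺, FDH) was added, and NADH fluorescence change over 30 min gave dose-response curves.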
# * marks the source's active call; other numbers are inactive results; u = inconclusive; [ ] = dose if it differs, or a comment. Potency is the fitted concentration of half-maximal effect. Only part of the results is shown, so the mix of outcomes need not match the whole.
KDM5B inh | Molecule
-5.3% | Cc1ccc2c(c1)C(O)(c1c[nH]c3ccccc13)C(=O)N2 (stereo not drawn)
u | COc1ccccc1NC(=O)C1=C(C)Nc2ncnn2C1c1ccc[nH]1 (stereo not drawn)
-44.6% | COc1cc(OC)cc(-n2c(=O)c3sccc3n(Cc3cc(=O)n4c(C)cccc4n3)c2=O)c1
4.7% | OCc1ccc(-c2nccn2CCc2noc(-c3ccccc3)n2)o1
-2.6% | CC(C)CCC(=O)Nc1ccc(C(N)=O)c(Cl)c1
-13.7% | Cc1nc(C)c(C(=O)N2C[C@@H](Oc3ccccc3)C[C@H]2C(=O)NC2CC2)s1
-11.5% | CCOc1cc(/C=C/C(=O)c2ccc(C)cc2)cc(Cl)c1O
-13.1% | CCC(=O)N(Cc1cc(=O)[nH]c2ccccc12)c1ccc(C)cc1C
16.3% | CC(NC(=O)COC(=O)c1c[nH]c2ccccc12)c1ccccc1 (stereo not drawn)
26.4% | NC(=O)c1cc(NC(=O)CCCc2nc3ccccc3s2)cc(C(N)=O)c1
18.6% | O=C1NCCCCCCN(C(=O)c2cnccn2)[C@H]2CCCC[C@@H]12
-5.3% | O=C(CCc1c[nH]c2ccccc12)Nc1cccc(O)c1
-7.0% | COCCC(=O)N1C[C@@H](COc2cccnc2)[C@H](c2ccccn2)C1
13.4% | O=C(NCC#Cc1ccccc1)C1CCCN(C(=O)C2CC2)C1 (stereo not drawn)
u | Cc1sc(NC(=O)c2ccc(C(C)C)cc2)c(C#N)c1C
28.2µM* | O=C(Nc1cccc(F)c1)C1(CCO)CCN(c2ncccn2)C1 (stereo not drawn)
13.3% | CCn1c(O)c2ccc(C(=O)N=NC(=O)c3ccccc3)cc2c1O
-37.9% | COc1cc2c(cc1OC)CN(C(=O)CCC(=O)c1ccc(F)cc1)CC2
25.2% | O=C1NCCCCCCN(C(=O)Cc2cccc(F)c2)[C@H]2CCC[C@@H]12
-25.4% | COc1ccccc1NC(=O)CSc1oc(-c2ccco2)nc1S(=O)(=O)c1ccc(C)cc1
0.5% | Cc1cccc(NS(=O)(=O)c2ccc(-c3coc(C)n3)cc2)c1
-9.4% | Cc1ncoc1C(=O)N1CC[C@H](CO)[C@H](NC(=O)c2ccccc2)C1
7.0% | C=C(C)COc1cc(O)c2c(=O)cc(-c3ccccc3)oc2c1
31.6µM* | O=C(CCc1nc2ccc(Cl)cc2[nH]1)N1CCc2c(nc3cc(-c4ccccc4)[nH]n3c2=O)C1
125.1%[activator] | CCC(C)(C)NC(=O)/C=C/c1ccc(OC)c(OC)c1
-13.8% | Cn1cccc/c1=N\c1cccc[n+]1C
u | CC1(C(=O)NCc2cccc(F)c2)COCc2cnc(Nc3ccccc3)nc21 (stereo not drawn)
u | COc1ccc2c(c1)CCN=C2C[C@H]1CN(C(=O)Nc2ccccc2)CC[C@H]1CC(=O)O
17.1% | O=C(Nc1ccccc1)N1CCC(CCNC(=O)C2(c3ccccc3)CC2)CC1
-14.1% | COc1ccc(CNC(=O)COC(=O)Cc2n[nH]c(=O)c3ccccc23)cc1
12.0% | CC(=O)NC[C@H]1CCN(S(=O)(=O)c2cccc(C#N)c2)C[C@H]1N(C)C
20.2% | O=C(CSc1nnc2ccc(-c3ccncc3)nn12)N1CCCCC1
-5.5% | COc1cccc(CNC(=O)c2ccc(NC(=O)N3CCCCc4ccccc43)cc2)c1
1.0% | CCC(=O)N(C1CCOCC1)C1CCN(S(=O)(=O)c2cn(C)cn2)CC1
-7.4% | Cc1ncccc1C(=O)N1C[C@@H](Oc2cccnc2)C[C@H]1C(=O)N1CCCC1
-14.5% | COc1ccc(CSc2nc3ccncc3n2Cc2ccccc2)cc1
-6.4% | COc1ccccc1Nc1nc2c(S(=O)(=O)c3ccc(C(C)C)cc3)nnn2c2ccsc12
14.7% | Cc1nn(-c2ccc3nnc(C)n3n2)c2c1C(c1ccc(O)cc1)CC(=O)N2 (stereo not drawn)
-20.8% | Cc1ccc(C(=O)c2cn(Cc3cccc(Cl)c3)c3nc(C)ccc3c2=O)cc1
13.4% | CCOc1cc(=O)n2c(c1C(=O)Nc1ccc(CC)cc1)CCCC2
24.2% | O=C(O)c1c(F)c(F)c(F)c(F)c1Cc1ccccc1
10.6% | COc1ccc(CNC(=O)Cn2nc3n(c2=O)CCCC3)cc1
-21.3% | C/C(=N/NC(=S)NCc1ccccc1)c1ccc(-c2ccccc2)cc1
-23.0% | CCc1cccc(NC(=O)CN2C(=O)COc3ccc(S(=O)(=O)Nc4ccccc4)cc32)c1
13.5% | CC(=O)N(c1ccccc1)c1nc(CSc2nnc(C3CC3)n2Cc2ccccc2)cs1
13.9% | Cc1cc(C(=O)CSc2nnc(C(C)Oc3ccc(F)cc3)o2)c(C)n1C1CC1 (stereo not drawn)
-17.8% | COc1ccc(CC(=O)N2CCC3(CC2)CN(C(C)=O)CC3CO)cc1OC (stereo not drawn)
-10.0% | CCCNC(=O)C(C)NC(=O)c1cc(C)nc2ccccc12 (stereo not drawn)
-9.1% | O=S(=O)(c1ccc(-c2cnc(C3CC3)o2)cc1)N1CCN(c2cccc(Cl)c2)CC1
u | CCN1c2cc(C(=O)Nc3ccccc3OC)ccc2C(=O)N2CCCCCC21 (stereo not drawn)

# Other entries follow.
KDM5B inh | Molecule
-14.6% | Cc1ccc(S(=O)(=O)Nc2cc3c(cc2C)n(C)c(=O)c(=O)n3C)cc1
-7.6% | COc1ccc(N(CC(C)C)S(=O)(=O)c2nnc(NC(=O)c3ccco3)s2)cc1
-21.2% | CN(C)C(C(=O)N1CCC(N2CCSCC2)CC1)c1cccc(F)c1 (stereo not drawn)
u | CC1=C[C@@H](CN2C(=O)C(C)=C(C)C2=O)[C@H](C(C)C)C[C@H]1Cc1nc2c(C)cccc2[nH]1
36.6% | CC(C)(C)OC(=O)N1CCCN(C(=O)Nc2cccc(Cl)c2)CC1
19.8% | Cn1c(C(C#N)(CC(=O)N2CCCCC2)CC(=O)N2CCCCC2)nc2ccccc21
9.0% | CNC(=O)c1ccc(NC(=O)CN2CCc3cc(OC)c(OC)cc3C2c2ccccc2)cc1 (stereo not drawn)
16.5% | Cc1noc(C)c1CC(=O)N1CCCC(COc2ccccc2C(=O)NC(C)C)C1 (stereo not drawn)
-28.2% | COc1ccc(OC)c(NC(=O)c2cccn2-c2nnc(N3CCCCC3)s2)c1
15.3% | CCNC(=S)NCC12CC3CC(CC(C3)C1)C2
u | N#Cc1nc(-c2ccccc2)oc1NCCCn1ccnc1
u | COc1ccc(C(=O)Nc2ccc3nc(N4CCC(C)CC4)cc(C)c3c2)cc1
-10.1% | O=C(CCS(=O)(=O)c1cc2c3c(c1)CCN3C(=O)CC2)NCc1ccc(F)cc1
u | O=C(Cc1c[nH]c2ncc(-c3ccoc3)cc12)N1CCOCC1
2.8% | COC(=O)c1c(NC(=O)CCCOc2cccc(C)c2)sc2c1C(C(=O)OC)CC2 (stereo not drawn)
u | Cc1cc(N)cc(-c2nc3cc(C(C)C)ccc3o2)c1O
4.4% | Cc1ccc(OCC(=O)Nc2cc(-c3cccc(C)c3)nn2-c2ccccc2)cc1
-15.3% | COc1ccc(-c2nnc(SCC(=O)NCc3ccccc3)nc2-c2ccc(OC)c(OC)c2)cc1OC
-14.2%[86.2 µM] | CN1CCN(c2cc(=O)c3ccnc(N4CCOCC4)c3o2)CC1
1.5% | COc1cc(OC)cc(C(=O)OCC(=O)c2cc(C)n(CC3CCCO3)c2C)c1 (stereo not drawn)
27.2% | COc1c(F)ccc(C(=O)N2CCC3(CCCNC3)C2)c1F (stereo not drawn)
u | Cn1c(=O)[nH]c(=O)c2c1nc(SCCN1CCCCC1)n2CCc1ccccc1
-18.3% | CC(C)(C(=O)O)C1CCOCC1
-1.7% | Cc1ccc(-n2cnnn2)cc1NC(=O)c1cc(Cl)ccn1
4.0%[86.2 µM] | Cc1cccc(-c2ccc3c(c2)C(=O)N2C[C@H](O)C[C@H]2C(=O)N3)c1C
-15.5% | O=C(Cn1c(=O)c2c(ncn2C2CCCC2)n(Cc2ccccc2)c1=O)NCc1cccc(Cl)c1
u | COC(=O)[C@@H]1Cc2c([nH]c3ccccc23)[C@H]2C[C@@H](NC[C@H]3CCCO3)C[C@@H](c3ccccc3F)N21
-18.8% | CC(C)(C)CC(=O)N1CCC(N2CCCC(C(=O)NCc3ccccc3)C2)CC1 (stereo not drawn)
u | CCOC(=O)c1cc(-c2ccccc2)n(-c2cccc(C(=O)Nc3cc(OC)cc(OC)c3)c2)c1C
11.7% | Cc1cccc(CN2CCCC(C(=O)Nc3cccc(-n4cccn4)c3)C2)n1 (stereo not drawn)
8.6% | O=C(NCC1CCN(Cc2cccc(F)c2)CC1)C1CCN(c2cn[nH]c(=O)c2)C1 (stereo not drawn)
-10.8% | COc1ccc(NC(=O)C2CCOC(C)(C)C2)cc1 (stereo not drawn)
-4.4% | Cc1cccc(C(=O)N2C(C(=O)NCC(C)C)COC23CCN(C(=O)c2ccc(F)cc2F)CC3)c1 (stereo not drawn)
0.4% | Cc1nc(CCNS(=O)(=O)c2c(C)nn(C)c2C)no1
-14.8% | Cc1ccc(NC(=O)c2ccc3c(c2)CCC3)cc1
12.9% | S=c1nc(-c2ccc(Br)cc2)[nH]c2ccccc12
-1.8%[86.2 µM] | Cc1cc(C(=O)N[C@H](C)c2onc(-c3cccnc3)c2C(=O)O)nn1C
-2.4% | Cc1cc(S(=O)(=O)N[C@@H]2CCOC[C@H]2OCc2cscn2)n(C)n1
u | c1cncc(CSc2nnc3ccc(-c4cccs4)nn23)c1
-20.2% | COc1ccc2nc(NS(=O)(=O)c3ccc(Cl)cc3)c(Nc3ccc4c(c3)OCO4)nc2c1
-20.0% | CCC(C(=O)N(C)Cc1ccccc1)n1nc(C)c2sc3ccccc3c2c1=O (stereo not drawn)
u | COC(=O)c1ccccc1NC(=O)N1CC(C)Oc2ccc(C)cc21 (stereo not drawn)
-14.2% | CCc1cccc(C)c1NC(=O)c1cc(S(=O)(=O)N2CCC3(CC2)OCCO3)ccc1F
-19.4% | O=C1CSc2ccc(C(=O)Nc3ccc(Oc4ccccc4)cc3)cc2N1
1.2% | Cc1cc(CSc2ccc3c(c2)NC(=O)CO3)no1
-12.1% | Cn1c(=O)c2c(ncn2CCNc2cccc(Cl)c2)n(C)c1=O
8.9%[86.2 µM] | CC(C)NC(=O)C[C@@H]1C[C@H]2O[C@H](CNC(=O)Nc3ccc(F)cc3)[C@@H](O)[C@H]2O1
22.8% | COc1ccccc1CNC(=O)CCc1ccc2c(c1)CN(S(C)(=O)=O)CCO2
-1.1% | Cc1ccc(NC(=O)Cn2nnc(C(=O)NCCc3ccccc3)c2N)cc1Cl
u | Cc1ccc2nc(-c3cc(NC(=O)COc4ccc(C)c(C)c4)ccc3Cl)oc2c1

# Remaining list, next part
KDM5B inh | Molecule
-5.5% | COc1cc(Br)cc2cc(C(=O)N3c4ccccc4CC3C)c(=O)oc12 (stereo not drawn)
-17.3% | Cc1ccc(C(=O)Nc2ccc(C(=O)OCc3cc(=O)n4c5c(sc4n3)CCCC5)cc2)cc1
-7.6% | COc1ccc(N(Cc2cccs2)C(=O)Nc2ccccc2)cc1
-8.7% | COC(=O)C1=CN(CC(=O)Nc2ccccc2C)S(=O)(=O)N=C1C
-28.0% | Cc1ccc(CNc2ccc3nnc(C4CCC4)n3n2)o1
21.7%[115 µM] | O=C1NC(=NC2CCCC2)C2(CCN(Cc3ccsc3)CC2)N1c1cc(F)cc(F)c1
11.0% | CCc1noc(-c2cn(C3CCN(C(=O)c4ccc(F)c(F)c4)CC3)nn2)n1
-4.3% | COc1ccccc1NC(=O)N1CCc2c([nH]c3ccccc23)C1C(F)(F)F (stereo not drawn)
-6.4%[115 µM] | CCc1ccc(-n2nnnc2N2CCN(C(=O)Nc3ccc(C)c(F)c3)CC2)cc1
31.6µM* | COCC(=O)Nc1ccc(-c2noc([C@@H]3CCCN3Cc3cc4ccccc4o3)n2)cn1
16.5% | CCn1nc(C)c(C(=O)N[C@H]2CCOC[C@H]2C2CCOCC2)c1C
12.2% | C=CCn1cnnc1SCc1cc(=O)oc2cc(C)c(C(C)C)cc12
20.8% | CCn1cc(CN2CCCC(CNS(=O)(=O)c3ccc(OC)cc3)C2)cn1 (stereo not drawn)

# 16 entries from above, arranged by SMILES length, low to high.
KDM5B inh | Molecule
-13.8% | Cn1cccc/c1=N\c1cccc[n+]1C
15.3% | CCNC(=S)NCC12CC3CC(CC(C3)C1)C2
u | N#Cc1nc(-c2ccccc2)oc1NCCCn1ccnc1
-2.6% | CC(C)CCC(=O)Nc1ccc(C(N)=O)c(Cl)c1
12.9% | S=c1nc(-c2ccc(Br)cc2)[nH]c2ccccc12
u | Cc1cc(N)cc(-c2nc3cc(C(C)C)ccc3o2)c1O
7.0% | C=C(C)COc1cc(O)c2c(=O)cc(-c3ccccc3)oc2c1
u | COC(=O)c1ccccc1NC(=O)N1CC(C)Oc2ccc(C)cc21 (stereo not drawn)
26.4% | NC(=O)c1cc(NC(=O)CCCc2nc3ccccc3s2)cc(C(N)=O)c1
-7.0% | COCCC(=O)N1C[C@@H](COc2cccnc2)[C@H](c2ccccn2)C1
22.8% | COc1ccccc1CNC(=O)CCc1ccc2c(c1)CN(S(C)(=O)=O)CCO2
4.4% | Cc1ccc(OCC(=O)Nc2cc(-c3cccc(C)c3)nn2-c2ccccc2)cc1
-6.4%[115 µM] | CCc1ccc(-n2nnnc2N2CCN(C(=O)Nc3ccc(C)c(F)c3)CC2)cc1
-7.4% | Cc1ncccc1C(=O)N1C[C@@H](Oc2cccnc2)C[C@H]1C(=O)N1CCCC1
-44.6% | COc1cc(OC)cc(-n2c(=O)c3sccc3n(Cc3cc(=O)n4c(C)cccc4n3)c2=O)c1
u | CC1=C[C@@H](CN2C(=O)C(C)=C(C)C2=O)[C@H](C(C)C)C[C@H]1Cc1nc2c(C)cccc2[nH]1

# Screening results from PubChem.
